APP 5UTR inh: APP translation inhibition; SH-SY5Y APP 5'UTR-luciferase reporter, luminescence; inhibition, % at 2 µM; actives 0.82% (n = 190,000); AID 1285;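 active = inhibition above a set limit, derived from the sample mean plus 3 SD, cut at about 45% in these data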; note: values of inactives mirror those of a sister screen read the other way
NF-kB expr up: compounds increasing NF-kB expression in human neuronal cells; fold change at 12.5 µM; actives 1.6% (n = 190,000); NF-kB reporter expression; stronger effect = higher value; in the data active = fold change above about 3.3
FLuc inh counter: Photinus pyralis luciferase inhibition counter-screen. ATPLite firefly luciferase biochemical luminescence, 10 min. actives 1.5% (n = 200,000). P08659. inhibition, % at 10 µM;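 active = inhibition above about 50% when tested at 10 µM, limit read from the data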
Target sequence (P08659 whole entry, looked up): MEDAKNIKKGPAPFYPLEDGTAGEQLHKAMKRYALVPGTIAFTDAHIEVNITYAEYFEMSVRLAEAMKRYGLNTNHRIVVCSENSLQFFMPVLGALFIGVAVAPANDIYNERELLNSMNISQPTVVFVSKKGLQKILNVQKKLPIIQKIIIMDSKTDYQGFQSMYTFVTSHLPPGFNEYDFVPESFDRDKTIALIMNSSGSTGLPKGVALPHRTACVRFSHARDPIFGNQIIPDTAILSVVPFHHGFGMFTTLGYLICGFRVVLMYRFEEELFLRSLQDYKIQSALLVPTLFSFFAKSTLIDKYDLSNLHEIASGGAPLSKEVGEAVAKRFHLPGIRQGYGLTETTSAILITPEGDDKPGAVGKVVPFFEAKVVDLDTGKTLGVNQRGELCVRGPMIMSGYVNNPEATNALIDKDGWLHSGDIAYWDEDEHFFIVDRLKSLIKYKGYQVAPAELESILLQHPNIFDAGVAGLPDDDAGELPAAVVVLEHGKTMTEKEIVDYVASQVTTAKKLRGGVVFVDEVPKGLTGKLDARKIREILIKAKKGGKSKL
STAT1 act: STAT1 signaling activation. NIH 3T3 STAT1-luciferase reporter, IFN-gamma, luminescence; 100% = IFN-gamma alone, no compound. actives 2.6% (n = 200,000). activation (% of control), % at 5.5 µM;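 active = activation above the screen-wide mean activation plus 3 SD, cut at about 130% in these data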;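 note: raw ratio to IFN-gamma control signal so 100% means no change and 0% no light; values of inactives mirror those of a sister screen read the other way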
Diaphorase inh: diaphorase inhibition or chemical oxidation counter-screen. actives 0.69% (n = 190,000). inhibition, % at 20 µM. diaphorase resazurin-to-resorufin fluorescence, NADH, 16 min; bacterial (C. kluyveri) enzyme, not human;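 active = primary screen inhibition at 20 µM above a set limit, cut at about 50% in these data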;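 note: plate controls were DMSO with full reaction for no effect and wells lacking NADH for full effect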
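Assay system: diaphorase enzyme from Clostridium kluyveri; Input: enzyme working solution with 0.14 U/mL diaphorase; Timing: 16 min at room temperature; Technique: resorufin fluorescence, excitation 544 nm, emission 590 nm; Benchmarks: positive control minus NADH, DMSO neutral control.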
TLR4-MyD88 BLA: blocks binding of human TLR4 to MyD88 | HeLa CL3-4 TLR4/MyD88 BLA complementation, FRET ratio | inhibition, % at 8.4 µM | actives 0.18% (n = 200,000); in the data active = inhibition above about 25%;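 note: 0% = vehicle and 100% = reference inhibitor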
G6PDH counter: L. mesenteroides G6PDH inhibition counter-screen | Purified L. mesenteroides G6PDH, diaphorase/resazurin coupled fluorescence, 45 min | inhibition, % at 5 µM | actives 0.12% (n = 200,000) | AID 1020; in the data active = inhibition above about 50%
FLuc act counter: affects firefly luciferase, flagging false hits in luciferase stimulation screens | ATPlite luciferase biochemical, luminescence, 10 min; 0 = ATP-free wells, 1 = DMSO control | activation factor at 10 µM | 200,000 tested, under 10 active | AID 1027;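 active = luciferase activation factor, scaled between plate controls, of at least 2 with compound at 10 µM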
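assay system = Luciferase/luciferin detection reagent, cell-free biochemical luciferase assay | also added = ATP substrate | times = 10 min post-reagent at room temperature | measured by = luminescence from luciferase reaction | measure = luciferase activation, seen as luminescence increase over controls | benchmarks = low control with PBS replacing ATP, high control enzyme plus ATP without compound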
Diaph act CS: activates diaphorase or chemically reduces, flagging diaphorase assay artifacts | Diaphorase/resazurin coupled assay, resorufin fluorescence, 16 min; stronger effect = higher value; 1 = vehicle wells, 0 = NADH-free wells | activation factor at 20 µM | actives 0.005% (n = 190,000);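 active = diaphorase activity raised at least twofold by the compound at 20 µM; inactive = activation factor below 2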
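Test system: Clostridium kluyveri diaphorase, purified enzyme; input: enzyme 0.07 U/mL final; buffer or medium: 50 mM HEPES pH 7.4 with 4.542 mM MgCl2, 0.005% Tween 20; also added: 0.114 mM NADH and 0.1 mM resazurin, final amounts; schedule: 16 min enzyme reaction, ambient temperature; technique: fluorescence of resorufin, 544 nm excitation, 590 nm emission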
APP 5'UTR act: activates APP 5'UTR luciferase reporter. activation, % at 2 µM. actives 1% (n = 190,000). AID 1276. SH-SY5Y APP 5'UTR luciferase reporter, luminescence; zero percent = DMSO vehicle wells;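 active = activation above a set limit, based on mean plus 3 SD of controls, cut at about 140% in these data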; note: values of inactives mirror those of a sister screen read the other way
The depositor's hits bear a star; nt = not tested or not shown.

Each structure is followed by: APP 5UTR inh, NF-kB expr up, FLuc inh counter, STAT1 act, Diaphorase inh, TLR4-MyD88 BLA, G6PDH counter, FLuc act counter, Diaph act CS, APP 5'UTR act
N#Cc1cc2c(nc1SCC(O)CS(=O)(=O)Cc1ccccc1)CCCC2 (centres undefined)
 : -10, 0.95, -7, 92, 7, -4, 15, 1.1, 0.9, 10
CCOC(=O)C1(CCc2ccccc2)CCN(C(=O)c2cnc(C)cn2)CC1
 : -16, 1.4, -8, 112, 3, -13, 11, 1.1, 1, 16
COC(=O)c1c(O)cc(C(C)(C)C)n(-c2ccccc2)c1=O
 : -5, 1.2, -8, 97, 4, -6, 0, 1.1, 1, 5
COc1ccc(-n2nnnc2-c2cnc(N3CCCC3)nc2C(F)(F)F)cc1
 : -15, 0.74, -4, 89, 12, 5, 4, 1, 0.9, 15
COC(C(=O)Nc1ccc(C(N)=O)cc1)c1ccccc1 (centres undefined)
 : 8, 1.1, -6, 101, -8, -7, 12, 1.1, 1.1, -9
N#Cc1ccc2c(c1)nc1ccccn12
 : 2, 1.6, -2, 105, 4, 2, -4, 1, 1, -2
CC(NC(=O)NC1CCCCC1)C(c1cccs1)N1CCOCC1 (centres undefined)
 : -5, 1.1, -6, 96, 4, -2, 2, 1.1, 1, 5
O=C(Cn1nnc(-c2cccs2)n1)NCc1cccs1
 : 11, 1.2, -4, 102, 8, -8, -2, 1, 0.9, -11
CC(=O)Nc1ccc(S(=O)(=O)NC(CC(=O)O)c2ccc(OC(C)C)cc2)cc1 (centres undefined)
 : -1, 0.92, -6, 115, 20, 8, 0, 1.1, 0.8, 1
Cc1ccc(CN(C(=O)c2csnn2)C(C(=O)NC2CCCC2)c2ccc(C)o2)cc1 (centres undefined)
 : -13, 1.1, -4, 100, 14, 10, 5, 1, 0.9, 13
COc1ccc(Nc2nc(N)nc(CSCCO)n2)cc1
 : 7, 1.7, 0, 115, 12, 0, -8, 1, 0.9, -7
CCCCC(=O)NC(=S)Nc1cc([N+](=O)[O-])ccc1OC
 : -2, nt, -5, 100, 25, 12, 12, 1, 0.8, 2
CCOc1ccc(N=Cc2c(O)cc(C)oc2=O)cc1
 : -7, 1.1, 53*, 110, 12, -11, -12, 0.5, 0.9, 7
CCOC(=O)c1cc2c(=O)n3ccccc3nc2n(Cc2ccccc2Cl)c1=N
 : nt, nt, -7, nt, 10, nt, 6, 1.1, 0.9, nt
CCn1c(SCC(=O)NCc2ccccc2)nc2c(c1=O)SC(C)C2 (centres undefined)
 : -13, 1.2, -6, 104, 5, 3, 2, 1.1, 1, 13
COc1ccc(NC(=O)c2ccc(Br)o2)c([N+](=O)[O-])c1
 : -4, 1.7, -1, 127, 2, -1, 4, 1, 1, 4
O=C(Nc1nc2ccccc2s1)c1ccc(Cl)s1
 : -156, 4.8*, 32, 156*, 9, -3, -9, 0.7, 0.9, 156*
Fc1ccc(C[n+]2csc3ccccc32)cc1
 : -11, 1.4, 0, 102, 19, -8, -4, 1, 0.8, 11
C=CCOC(=O)C1=C(C)NC(=O)NC1c1ccc(Cl)cc1 (centres undefined)
 : -1, 0.87, -5, 101, 19, 0, -5, 1.1, 0.8, 1
CC1CN(Cc2nc3c(c(=O)n(C)c(=O)n3C)n2CCCc2ccccc2)CC(C)O1 (centres undefined)
 : -8, nt, nt, 97, nt, 6, nt, nt, nt, 8
COc1ccccc1NC(=O)CSc1nnnn1-c1ccc2c(c1)OCO2
 : 0, 0.69, 3, 93, 8, -3, 24, 1, 0.9, 0
COc1ccc(C2CC(=O)OC3=C2C(=O)CC(C)(C)C3)c(OC)c1 (centres undefined)
 : 32, 0.97, -7, 98, 10, 2, 3, 1.1, 0.9, -32
CCN(CC)CC(O)Cn1c2ccccc2c2ccccc21 (centres undefined)
 : -5, 1.2, -4, 107, 14, 7, 8, 1, 0.9, 5
CC1CCN(C(=O)CSc2ccc(-c3ccc(F)cc3)nn2)CC1
 : 10, 1, -4, 106, 18, 1, 2, 1, 0.8, -10
CCC(Sc1ncccc1C(=O)Oc1cccc([N+](=O)[O-])c1)C(=O)Nc1ccccc1OC (centres undefined)
 : 4, 1.3, -3, 97, 26, -5, 12, 1, 0.7, -4
COc1ccc(OC)c(NS(=O)(=O)c2ccc(Cl)nc2)c1
 : 7, 1.1, -4, 102, 17, -1, -5, 1, 0.8, -7
N#Cc1cc2sc3nc4ccccc4n3c2cc1C#N
 : -16, 0.99, -10, 102, 11, -6, 4, 1.1, 0.9, 17
COc1ccc(CN(C(=O)c2cnccn2)C(C(=O)NC(C)(C)C)c2cc(OC)c(OC)c(OC)c2)cc1 (centres undefined)
 : 6, 0.7, -9, 103, 11, 9, 1, 1.1, 0.9, -6
CCC(CO)N=CC1=C(O)CC(C)(C)CC1=O (centres undefined)
 : -17, 0.9, -7, 99, -2, 6, 5, 1.1, 1, 17
CCS(=O)(=O)N1CCCC(C(=O)NCc2cccnc2)C1 (centres undefined)
 : 4, 1, -6, 100, 3, -8, 1, 1.1, 1, -4

Single values from above:
FLuc inh counter result of CCOC(=O)c1cc2c(=O)n3ccccc3nc2n(Cc2ccccc2Cl)c1=N = -7
STAT1 act result of COC(=O)c1c(O)cc(C(C)(C)C)n(-c2ccccc2)c1=O = 97

More compounds follow.
Each structure is followed by: APP 5UTR inh, NF-kB expr up, FLuc inh counter, STAT1 act, Diaphorase inh, TLR4-MyD88 BLA, G6PDH counter, FLuc act counter, Diaph act CS, APP 5'UTR act
Cc1n(-c2ccccc2)c2ccc(Cl)cc2[n+]1CCO
 : 2, 1.1, -3, 96, 4, 10, 1, 1, 1, -2
N#Cc1c(C(F)(F)F)cc(-c2cccc(Cl)c2)[nH]c1=O
 : nt, 1.2, -3, 95, 15, 5, -14, 1, 0.9, nt
Cc1ccc(C(=O)NCc2ccc3c(c2)OCO3)cc1N1CCCC1=O
 : -1, 1.1, -2, 101, 16, 1, 14, 1, 0.8, 1
O=C(NC1(C(F)(F)F)NC(=O)N(Cc2cccnc2)C1=O)c1ccccc1Cl (centres undefined)
 : 25, 1.2, -7, 104, 12, 4, -2, 1.1, 0.9, -25
CCOC(=O)c1c(C)n(C)c2cc(CN(C)C)c(O)c(S(=O)(=O)c3ccccc3)c12
 : 7, 1.1, -5, 91, 16, 5, 6, 1.1, 0.8, -7
Cc1ccc(OC(=O)CCC(=O)N2CCc3ccccc32)cc1
 : -1, 1.2, -6, 94, 10, -8, -8, 1.1, 0.9, 1
Cc1ccc(C(=O)Nc2ccc(N3CCCC3)cc2)c(C)c1
 : -8, 1.1, 9, 103, 0, 7, 14, 0.9, 1, 8
CC(OC(=O)C1=NNC(=O)CC1)C(=O)Nc1ncc(Cl)cc1Cl (centres undefined)
 : 14, 1.1, -5, 103, 12, 12, -2, 1.1, 0.9, -14
Cc1ccc(C(=O)NNS(=O)(=O)c2ccccc2[N+](=O)[O-])cc1
 : -8, 1.1, 4, 101, 13, 9, 11, 1, 0.9, 8
COc1ccccc1-n1c(SCC(=O)NCc2ccc3c(c2)OCO3)nc2cc([N+](=O)[O-])ccc21
 : -6, 1.3, -3, 99, 47, 8, 5, 1, 0.5, 6
Oc1ccc(/C=N/n2c3ccccc3c3ccccc32)cc1
 : -14, 0.88, -3, 91, 28, -20, 9, 1, 0.7, 14
CCCCNC(=O)CSc1nc2cc3c(cc2c(=O)n1Cc1ccco1)OCO3
 : -28, 1.1, -2, 86, 5, 0, 4, 1, 1, 28
CCCOc1cccc(-c2cc(C(=O)NN)c3ccccc3n2)c1
 : 8, 0.96, 3, 89, 11, -1, 0, 1, 0.9, -8
CC1(C(=O)NC2CCCC2)CCC(=O)N1CCC1=CCCCC1 (centres undefined)
 : 8, 0.81, -9, 104, -4, -9, 5, 1.1, 1, -8
Fc1cccc(F)c1/C=N/N1CCOCC1
 : 4, 0.99, -7, 104, 5, -6, 7, 1.1, 0.9, -4
CCOc1cc(NC(=O)c2ccccn2)c(OCC)cc1NC(=O)c1ccc(OC)cc1
 : 2, 0.85, -3, 95, -1, -8, 0, 1, 1, -2
CCCCCCNC(=O)CCNC(=O)c1cc(OC)c(OC)c(OC)c1
 : -5, 1.2, -5, 97, 16, 11, -2, 1.1, 0.8, 5
N#CCSc1nc2c(c(=O)n1Cc1ccco1)C1(CCCC1)Cc1ccccc1-2
 : 10, nt, -12, 96, 17, 2, -2, 1.1, 0.8, -10

Entries shown so far with an aryl thioether with sulfur outside any ring (eight):
Each structure is followed by: APP 5UTR inh, NF-kB expr up, FLuc inh counter, STAT1 act, Diaphorase inh, TLR4-MyD88 BLA, G6PDH counter, FLuc act counter, Diaph act CS, APP 5'UTR act
N#Cc1cc2c(nc1SCC(O)CS(=O)(=O)Cc1ccccc1)CCCC2 (centres undefined)
 : -10, 0.95, -7, 92, 7, -4, 15, 1.1, 0.9, 10
CCn1c(SCC(=O)NCc2ccccc2)nc2c(c1=O)SC(C)C2 (centres undefined)
 : -13, 1.2, -6, 104, 5, 3, 2, 1.1, 1, 13
COc1ccccc1NC(=O)CSc1nnnn1-c1ccc2c(c1)OCO2
 : 0, 0.69, 3, 93, 8, -3, 24, 1, 0.9, 0
CC1CCN(C(=O)CSc2ccc(-c3ccc(F)cc3)nn2)CC1
 : 10, 1, -4, 106, 18, 1, 2, 1, 0.8, -10
CCC(Sc1ncccc1C(=O)Oc1cccc([N+](=O)[O-])c1)C(=O)Nc1ccccc1OC (centres undefined)
 : 4, 1.3, -3, 97, 26, -5, 12, 1, 0.7, -4
COc1ccccc1-n1c(SCC(=O)NCc2ccc3c(c2)OCO3)nc2cc([N+](=O)[O-])ccc21
 : -6, 1.3, -3, 99, 47, 8, 5, 1, 0.5, 6
CCCCNC(=O)CSc1nc2cc3c(cc2c(=O)n1Cc1ccco1)OCO3
 : -28, 1.1, -2, 86, 5, 0, 4, 1, 1, 28
N#CCSc1nc2c(c(=O)n1Cc1ccco1)C1(CCCC1)Cc1ccccc1-2
 : 10, nt, -12, 96, 17, 2, -2, 1.1, 0.8, -10

Assay outcomes deposited in PubChem by several laboratories.
